Assay outcomes as filed in PubChem BioAssay.
RECQ1 inh – inhibitors of human RECQ1 DNA helicase. AID 2549. Potency, µM (top dose mostly 57.3 µM), for the others: at the top dose activity, negative = inhibition, hits mostly inhibitors. 240,000 tested, 0.54% active. RECQ1 DNA unwinding, red fluorescence kinetic read. P46063;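 note: plate controls were vehicle for no effect and no enzyme for full effect; nearly all actives have a fitted effect of over 30% in size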
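RECQ1T1 50 nM; forked duplex (20 bp + 30-nt ss tails) 200 nM, ATP 2 mM final; pH 8.0, 2 mM MgCl2, 2.5 ug/ml poly(dI-dC); 15 min compound preincubation; discontinuous kinetic read over 2 h at RT.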
KDM4E inh – JMJD2E (human) inhibition | B2RXH2 | Potency, µM (series often up to 57.1 µM), for inactives: at the highest dose activity change, negative = inhibition, most hits filed as inhibitors | AID 2147 | 230,000 tested, 1.6% active | JMJD2E catalytic domain, FDH-coupled NADH fluorescence (FDH is formaldehyde dehydrogenase); active = well fitted inhibition curve with a large enough effect, not every such curve was filed as active; inconclusive = small, poorly fitted or top-dose-only effect, or another doubt; inactive = no such curve, though single readings can be large or run the other way;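 note: 0% = wells with enzyme and -100% = buffer wells without enzyme; nearly all actives have a fitted effect of over 50% in size; many of its hits are not listed in these tables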
Target sequence (B2RXH2 1-337 limits assumed): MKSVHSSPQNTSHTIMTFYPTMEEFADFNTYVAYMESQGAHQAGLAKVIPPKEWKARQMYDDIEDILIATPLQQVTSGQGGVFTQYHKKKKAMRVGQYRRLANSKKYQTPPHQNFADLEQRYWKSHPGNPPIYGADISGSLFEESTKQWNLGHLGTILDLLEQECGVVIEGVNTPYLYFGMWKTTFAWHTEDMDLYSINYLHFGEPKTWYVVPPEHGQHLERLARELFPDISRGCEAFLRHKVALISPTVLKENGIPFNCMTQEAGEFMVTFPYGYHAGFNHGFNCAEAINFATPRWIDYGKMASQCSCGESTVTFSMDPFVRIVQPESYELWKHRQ
L3MBTL1 block – inhibitors of human L3MBTL1; Q9Y468; AlphaScreen L3MBTL1–H3K9me1 peptide binding; Potency, µM (series often up to 57.1 µM), for the others: top-dose activity, negative = inhibition, usual class: inhibitors; 230,000 tested, 0.66% active; AID 485360; note: % is set by controls: 0 for no effect and ±100 for the full control effect; nearly all actives have a fitted effect of over 60% in size
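L3MBTL1 (50 nM) pre-complexed 30 min with biotinylated H3(1-15)K9me1 peptide (75 nM), then compounds added for 30 min at room temperature; AlphaScreen streptavidin donor/nickel chelate acceptor beads (10 ug/mL final) read after 30 min dark incubation.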
Lamin A splicing – modulators of lamin A splicing; 200,000 tested, 0.01% active; HeLa LMNA splicing GFP/RFP minigene ratio, 48 h; Potency, µM (series often up to 46.1 µM), for the others: top-dose ratio change, negative = inhibition, most hits filed as inhibitors; AID 1487; active = well fitted inhibition curve with a large enough effect in the signal ratio, with a control signal flat, not every such curve was filed as active; inconclusive = small, poorly fitted or top-dose-only effect, or effect the other way, or a change in a side signal; the % refers to the signal ratio; note: % is set by controls: 0 for no effect and ±100 for the full control effect
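S3 HeLa cells stably expressing lamin A-EGFP splicing minigene plus DsRed2, 600 cells/well, 48 h compound exposure at 37C. Laser-scanning cytometry; analysed as GFP (500-530 nm)/RFP (575-640 nm) total intensity ratio; 0.5% DMSO vehicle.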
Tau fibril ThT – tau fibrillization inhibition (ThT binding); P10636; recombinant tau K18 P301L (four-repeat tau fragment), heparin-induced fibrillization, ThT fluorescence; Potency, µM (top dose mostly 57.4 µM), for inactives: top-dose activity, negative = inhibition, usual class: inhibitors; 270,000 tested, 2.1% active; note: % is set by controls: 0 for no effect and ±100 for the full control effect; nearly all actives have a fitted effect of over 55% in size
Target sequence (P10636 561-689 P618L limits assumed): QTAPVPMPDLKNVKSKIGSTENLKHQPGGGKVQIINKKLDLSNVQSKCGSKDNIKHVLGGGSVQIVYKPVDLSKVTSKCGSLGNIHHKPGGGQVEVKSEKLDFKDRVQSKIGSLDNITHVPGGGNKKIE
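Heparin-induced (20 uM) aggregation of recombinant human K18 P301L tau, 15 uM unlabeled with 0.24 uM labeled, pH 7 acetate buffer, 6 hr at 37 C with compound. Fibrils quantified by 30 uM ThT fluorescence after 1 hr ambient incubation.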
SMN2 splice enh – enhancers of SMN2 splice variant expression | HEK293 SMN2-luciferase splicing reporter, luminescence, 30-36 h | Potency, µM (highest dose often 46.1 µM), for inactives: at the highest dose activity change, positive = activation, actives largely listed as activators | 210,000 tested, 2.8% active; note: % of control where 0% means no effect; nearly all actives have a fitted effect of over 55% in size
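HEK293 cells carry an SMN2 minigene-luciferase reporter in which exon 7 inclusion puts luciferase in frame. Cells were seeded at 2000 cells/well, attached for 10-12 hours, then exposed to compounds for 30-36 hours at 37C before ONE-Glo luminescence.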
ALDH1A1 inh – ALDH1A1 (human) enzyme inhibition. P00352. Purified ALDH1A1, NADH fluorescence, propionaldehyde substrate. Potency, µM (highest dose often 75.3 µM), for the others: top-dose activity, negative = inhibition, most hits filed as inhibitors. 220,000 tested, 7.3% active. AID 1030; active = well fitted inhibition curve with a large enough effect, not every such curve was filed as active; inconclusive = small, poorly fitted or top-dose-only effect, or another doubt; inactive = no such curve, though single readings can be large or run the other way;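 note: plate controls were no enzyme wells and a reference inhibitor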
Target sequence (P00352 whole entry, looked up): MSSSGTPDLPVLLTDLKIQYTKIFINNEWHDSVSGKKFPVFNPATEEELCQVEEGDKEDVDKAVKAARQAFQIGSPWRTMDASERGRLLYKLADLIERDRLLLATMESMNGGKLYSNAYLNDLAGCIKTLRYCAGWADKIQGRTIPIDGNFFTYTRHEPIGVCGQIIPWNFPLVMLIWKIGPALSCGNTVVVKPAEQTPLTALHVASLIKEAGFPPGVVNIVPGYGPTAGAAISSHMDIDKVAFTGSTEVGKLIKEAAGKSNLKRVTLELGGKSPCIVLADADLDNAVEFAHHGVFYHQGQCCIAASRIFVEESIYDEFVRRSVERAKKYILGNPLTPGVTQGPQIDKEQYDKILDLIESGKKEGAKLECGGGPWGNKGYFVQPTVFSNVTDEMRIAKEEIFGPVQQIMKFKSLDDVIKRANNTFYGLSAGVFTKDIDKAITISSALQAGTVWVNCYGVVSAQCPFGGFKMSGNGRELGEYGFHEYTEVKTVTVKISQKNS
Luc counter – Kinase-Glo luciferase inhibition (counter-screen). 200,000 tested, 0.28% active. Q27757. Kinase-Glo luciferase, ATP luminescence, 8 min. Potency, µM (titrated, usually from 38.3 µM), for inactives: at the highest dose activity change, negative = inhibition, most hits filed as inhibitors; note: % is set by controls: 0 for no effect and ±100 for the full control effect; nearly all actives have a fitted effect of over 60% in size
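Luminescence was the read-out, taken after 8-minute incubation at ambient temperature. Luciferase turned over luciferin with 10 uM ATP in imidazole pH 7.2 buffer containing KCl, MgCl2, Tween 20 and BSA.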
Numbers without * were called inactive; i = inactive; u = inconclusive; x = not tested or not shown; & = joins results of further samples; [ ] = another dose, or the depositor's remark. Unless noted, calls come from the whole dose curve; as a rule, active = well fitted curve in the direction sought with a large enough effect; inconclusive = small, poorly fitted or top-dose-only effect, or another doubt; inactive = no such curve, though single readings can be large; an effect the other way counts as inactive or inconclusive. Potency is the fitted concentration of half-maximal effect. These rows are one share of the data, so the mix of outcomes need not match the whole.

molecule	RECQ1 inh	KDM4E inh	L3MBTL1 block	Lamin A splicing	Tau fibril ThT	SMN2 splice enh	ALDH1A1 inh	Luc counter
CCN(c1ccccc1)S(=O)(=O)c1ccc(Cl)c(NC(=O)COC(=O)c2ccc[n+]([O-])c2)c1	0%	10%	19%	-4%[46 µM]	1%	-8%	14%	1%
CCn1c(=O)cc(OCC(=O)N2CCN(c3ccc(F)cc3)CC2)c2ccccc21	0%	-6%	x	x	-12%&-14%	-1%&0%	-12%	-4%
CC(C)C(C)NC(=O)CN1C(=O)NC2(CCc3ccccc3C2)C1=O (stereo unspecified)	-4%	-4%	x	-3%[46 µM]	-6%	6%	7%	1%
COc1cc(-c2nnc(CSc3nnc(Nc4ccc(C(C)C)cc4)s3)o2)cc(OC)c1OC	-3%	0%	-3%	u	-18%	u	-5%	-1%
CC(C)CCNC(=O)c1cccc(C(=O)NCCC(C)C)c1	-5%	-7%	x	10%	5%	-10%	1%	-2%
CN1CCN(Cc2cn[nH]c2-c2ccc(F)cc2F)[C@@H](c2ccccc2)C1	-6%	8%	-19%	x	4%	x	-5%	-2%
COC(=O)c1ccc(OC(=O)C2CC(=O)N(c3ccc(C)cc3C)C2)cc1 (stereo unspecified)	1%	13%	6%[11.4 µM]	12%	u	-6%	5%	-2%
Cc1ccc(C(=O)N2CCCC(C(=O)c3ccc(Oc4ccccc4)cc3)C2)cn1 (stereo unspecified)	i	0%	-10%	u	-6%	x	-10%	1%
C/C(=N\NC(=O)Cn1nc(C)c([N+](=O)[O-])c1C)c1ccc(Cl)s1	1%	-2%	-6%	x	-6%	x	x	x
C=CCN1C(=O)/C(=C/c2ccc(OCC(=O)O)cc2)S/C1=N/c1nccs1	i	-3%	-7%	u	u	16%	5µM*	0%
Cc1ccc(NC(=O)c2c(Cl)nc3ccccn23)cc1	0%	-8%	4%	-4%[46 µM]	-10%	13µM*	11%	-1%
O=C(N/N=C/c1ccco1)c1cc(-c2cccc3ccccc23)n[nH]1	-11%	9%	-10%	4%[0.0737 µM]	u	-15%	-4%	-3%
CCOC(=O)C1C(=O)NC(N2CCOCC2)=NC1C(C)C (stereo unspecified)	i	-1%	7%	4%	-6%	7%	6%	-2%
CCOc1ccccc1C(=O)Nc1nccs1	i	-5%	6%	-7%	2%	-1%	1%	1%
CC(=Nc1ccccc1C)C1=C(O)CSC1=O	-8%	5%	x	-2%	-15%	-8%	-2%	-3%
CCOc1cc(C(=O)O)cc(Cl)c1OC	-1%	0%	5%	-1%	-11%	-1%	4%	-2%
Fc1ccc(SCCc2ccccn2)cc1	-5%&-4%	5%&10%	4%&4%	x	-4%&-10%	x	10%	x
COc1ccc(/C=N/N(C(C)=O)c2nc(-c3ccc(C)cc3)cs2)cc1	-10%	-1%	-3%	-8%	u	-1%	-3%	3%
CC(=O)Nc1nc2n(n1)C(c1ccccc1)C=C(c1ccccc1)N2 (stereo unspecified)	i	u	-7%	-5%	11%	-5%	u	-1%
Cn1c(SCC(=O)c2ccc(O)c(O)c2)nnc1-c1cccs1	-1%	-2%	-83%	x	u	x	x	x
O=C(OCCN1CCCCC1)c1ccc(O)cc1	-11%	-10%	x	2%	6%	21%	1%	0%
CC(=O)N1CCn2c3c(c(=O)c4cc(C)ccc42)CCC31 (stereo unspecified)	-9%	u	x	11%	25µM*	7%	u	-3%
O=C(Oc1ccc(C(=S)N2CCC(O)CC2)cc1)c1ccc(Cl)cc1	i	-1%	1%[11.4 µM]	x	-1%	3%	-5%	-1%
COc1ccc2c(Cl)c(C(=O)NN)sc2c1	-1%	u	-7%	u	u	-20%	1.1µM*	-2%
Cc1ccc(S(=O)(=O)Nc2ccc(N3CCCCC3)cc2)cc1	u	-4%	-21%	-4%[46 µM]	-5%	-21%	u	-1%

Three entries out of the list above, arranged by the number in Lamin A splicing, low to high.
Structure	Lamin A splicing
CC(=O)Nc1nc2n(n1)C(c1ccccc1)C=C(c1ccccc1)N2 (stereo unspecified)	-5%
CCOc1cc(C(=O)O)cc(Cl)c1OC	-1%
CCOC(=O)C1C(=O)NC(N2CCOCC2)=NC1C(C)C (stereo unspecified)	4%

Going on with the list.
Second line of a record: RECQ1 inh	KDM4E inh	L3MBTL1 block	Lamin A splicing	Tau fibril ThT	SMN2 splice enh	ALDH1A1 inh	Luc counter
COc1ccc2nc3ccccc3nc2c1N
    -1%	u	u	x	10µM*	x	x	x
CC(=O)N1CCC[C@@]2(CCN(Cc3cc(C(F)(F)F)cc(C(F)(F)F)c3)C2)C1
    i	x	x	x	x	-2%	1%	-1%
O=C(Nc1nc2ccc(S(=O)(=O)N3CCCC3)cc2s1)C1CCCCC1
    -3%	-13%	-3%	u	-8%	-37%[inhibitor]	8.9µM*	-5%
CNC(=O)c1ccc(-c2ccc(Cl)c(Cl)c2)s1
    i	u	6%	u	-18%	26%	2%	1%
O=C(Nc1cccc(Cl)c1)c1ccc(F)c(S(=O)(=O)NCc2ccc3c(c2)OCO3)c1
    -1%	0%	-3%	u	-14%	-34%[inhibitor]	u	2%
CCCn1c(=S)[nH]c2ccccc2c1=O
    i	11%	-3%	-14%[46 µM]	-4%	2%	2%	-2%
Cc1ccc(NC(=O)C2C3CCCC2C3c2ccccc2)cc1 (stereo unspecified)
    -1%	-8%	7%	-2%	-3%	-7%	9%	1%
CCc1nc2cc(C)nn2c2nc3ccccc3n12
    -4%	2%	-3%	-4%	-3%	11%	4%	-3%
Cc1onc(-c2c(F)cccc2Cl)c1C(=O)Nc1nnc(-c2ccccc2)s1
    i	u	x	4%	-13%	-11%	-1%	0%
O=C(CCc1nc2ccccc2c(=O)[nH]1)NCc1ccccn1
    -14%	-4%	x	x	-9%	5%	-3%	-1%
CN(C)C(=O)C(NC(=O)c1ccccc1)=C(Cl)Cl
    i	4%	-2%	0%[46 µM]	-6%	4%	6%	1%
O=C1Nc2ccccc2N(O)N1c1ccc(S(=O)(=O)N2CCCCCC2)cc1
    8%	7%	11%	-5%	1%	-10%[1.84 µM]	2%	3%
Cc1cc(=O)oc2cc(Oc3ncccc3[N+](=O)[O-])ccc12
    -6%	u	x	9%[46 µM]	-12%	-18%	u	-1%
O=C(N/N=C/c1cc2ccccc2nc1Cl)c1ccncc1
    -1%	-10%	3%	-13%[46 µM]	-9%	14%	-2%	4%
Cc1cn(C2OC(COC(=O)c3ccccc3)C(OC(=O)c3ccccc3)C2OC(=O)c2ccccc2)c(=O)[nH]c1=O (stereo unspecified)
    i	5%	-15%	-7%	-10%	16%	12%	-1%
CC(C)=NNc1nc(-c2ccc([N+](=O)[O-])cc2)cs1
    -8%	-2%	-19%	u	8.9µM*	-26%	-3%	0%
COC(=O)C(NC(=O)CCc1c(C)nc2ncnn2c1C)C(C)C (stereo unspecified)
    -11%	5%	2%	-5%	0%	-4%	-5%	1%
CCc1ccc2c(c1)C(=O)C(=O)N2CC(=O)Nc1ccc(NC(=O)c2ccccn2)cc1
    -7%	2%	-8%	u	14µM*	x	0.22µM*	-5%
CS(=O)(=O)N1N=C(c2ccccc2)CC1c1ccc2c(c1)OCO2 (stereo unspecified)
    2%	2%	-14%	u	13%	u	2.4µM*	-4%
Cc1ccc(C(NC(=O)NCCCN2CCOCC2)=C(Cl)Cl)cc1F
    -4%	-6%	x	u	-16%	18%	0.4µM*	-4%
O=C(COC(=O)/C=C/c1cccc(F)c1)Nc1ccccc1-c1ccccc1
    9%	-7%	-11%	7%	-2%	0%	12%	1%
CCOC(=O)c1c(CN2CCCCC2)n(C)c2cc(Br)c(OC)cc12
    -13%	5%	-1%	-19%	-5%	-24%	2%	-2%
CC(NS(=O)(=O)c1ccc(CCC(=O)NCC2CCCO2)cc1)c1ccccc1 (stereo unspecified)
    -7%	0%	18%	-1%	5%	-14%	-1%	-1%
C=CCSc1nnc(NC(=O)c2nc(SCC)ncc2Cl)s1
    i	2%	x	2%	-14%	-8%	-4%	1%
Nc1nc(SCC(=O)NC2CCCCCC2)[nH]c(=O)c1-c1ccccc1
    -2%	u	x	-20%	-7%	-19%	-10%	-2%
COc1ccc(NC(=O)C2CCN(c3nc(C)cc(C)n3)CC2)cc1
    3%	2%	3%	-12%	8%	-1%	2%	8%
CCCCNC(=S)Nc1cc([N+](=O)[O-])ccc1C
    1%	-1%	11%	-5%	3%	6%	0%	-1%
NC(=O)C(c1ccc(Cl)cc1)c1ncc(C(F)(F)F)cc1Cl (stereo unspecified)
    i	-1%	1%	5%	-2%	-21%	13%	1%

Whole records from above. Order of screens: RECQ1 inh	KDM4E inh	L3MBTL1 block	Lamin A splicing	Tau fibril ThT	SMN2 splice enh	ALDH1A1 inh	Luc counter
COc1cc(-c2nnc(CSc3nnc(Nc4ccc(C(C)C)cc4)s3)o2)cc(OC)c1OC reads -3%	0%	-3%	u	-18%	u	-5%	-1%
CC(C)=NNc1nc(-c2ccc([N+](=O)[O-])cc2)cs1 reads -8%	-2%	-19%	u	8.9µM*	-26%	-3%	0%
